# TEAD-YAP block: TEAD-YAP interaction inhibition, primary screen, TEAD-YAP interaction inhibitor project, luminescence, HEK-TIYL cells | TEAD-Gal4/YAP UAS-luciferase luminescence | 640,000 tested, 1.4% active | inhibition, % at 9.12 µM; in the data active = inhibition above about 32%;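 also: 0% = median of test compound wells and 100% = reference inhibitor wells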
# FBW7 activator: FBW7 E3 ligase activators, primary screen, biochemical, AlphaScreen, human; F-box/WD repeat-containing protein 7 (Homo sapiens), Q969H0; AlphaScreen FBW7–phospho-cyclin E peptide binding, activator screen; normalized activity (activation), % at 26.1 µM; 650,000 tested, 0.13% active; AID 1259310, 2017; in the data active = normalized activity above about 1.9%;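 also: purified mutant Fbw7 with reduced substrate affinity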
# MITF primary: MITF inhibitors, primary screen, biochemical, AlphaScreen, human. 650,000 tested, 0.91% active. Microphthalmia-associated transcription factor (Homo sapiens), O75030. AlphaScreen MITF homodimerization, bead proximity signal. inhibition, % at 2.6 µM. AID 1259374, 2018; in the data active = inhibition above about 50%;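 also: 0% = vehicle wells with protein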
# Target sequence (O75030 whole entry, looked up): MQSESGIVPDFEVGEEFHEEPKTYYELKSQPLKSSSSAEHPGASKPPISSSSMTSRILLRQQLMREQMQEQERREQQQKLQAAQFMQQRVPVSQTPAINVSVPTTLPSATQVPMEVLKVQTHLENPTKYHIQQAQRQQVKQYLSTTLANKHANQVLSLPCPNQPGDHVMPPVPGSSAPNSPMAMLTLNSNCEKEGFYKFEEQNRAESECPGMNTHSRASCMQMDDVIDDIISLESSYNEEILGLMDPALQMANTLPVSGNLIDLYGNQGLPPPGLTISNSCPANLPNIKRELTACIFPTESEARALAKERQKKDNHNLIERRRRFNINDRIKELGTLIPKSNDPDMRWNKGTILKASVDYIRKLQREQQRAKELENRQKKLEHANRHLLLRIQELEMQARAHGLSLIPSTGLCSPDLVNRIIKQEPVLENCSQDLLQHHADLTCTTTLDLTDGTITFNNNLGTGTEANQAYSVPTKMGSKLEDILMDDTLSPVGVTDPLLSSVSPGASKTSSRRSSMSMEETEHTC
# GPR151 ag: activators of human GPR151, primary screen, cell-based, PathHunter beta-arrestin, luminescence; G-protein coupled receptor 151 (Homo sapiens), Q8TDV0; PathHunter beta-arrestin GPR151 cells; activation, % at 11.2 µM; 650,000 tested, 1% active; AID 1508602, 2020; in the data active = activation above about 4.9%;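 also: 0% = median of compound wells and 100% = cells with positive control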
# Target sequence (Q8TDV0 whole entry, looked up): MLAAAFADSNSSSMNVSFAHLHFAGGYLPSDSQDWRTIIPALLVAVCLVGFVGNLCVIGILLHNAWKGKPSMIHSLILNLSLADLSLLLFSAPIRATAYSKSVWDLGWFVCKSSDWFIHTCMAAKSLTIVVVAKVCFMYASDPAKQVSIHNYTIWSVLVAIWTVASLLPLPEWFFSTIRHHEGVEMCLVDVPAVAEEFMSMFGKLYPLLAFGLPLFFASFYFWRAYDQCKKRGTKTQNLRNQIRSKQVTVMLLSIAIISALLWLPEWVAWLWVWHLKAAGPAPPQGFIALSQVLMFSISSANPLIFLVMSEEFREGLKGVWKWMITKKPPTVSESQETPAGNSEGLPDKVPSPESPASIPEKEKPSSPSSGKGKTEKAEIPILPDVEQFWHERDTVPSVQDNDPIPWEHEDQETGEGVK
# The depositor's hits bear a star; & = joins results of further samples.
SMILES,TEAD-YAP block,FBW7 activator,MITF primary,GPR151 ag
COC(=O)c1ccc2c(c1)NC(=O)C1CCCN21 (centres undefined),-0.2,0.1,-2.3,2.7
CC(=O)N(NC(=O)C(O)(c1ccccc1)c1ccccc1)c1ccccc1,-5.0,-0.2,-16.0,-0.3
COC(=O)c1ccc(/C=C2\N=C(c3ccccc3C)OC2=O)cc1,-4.9,-0.1,-2.4,0.1
CCOC(=O)C1=C(C)NC2=C(C(=O)CC(C)(C)C2)C1c1cc(OC)cc(OC)c1 (centres undefined),2.3,0.1,-1.1,-0.5
CCCCn1c(=O)n(C)c(=O)c2c(C(F)(F)F)cc(C)nc21,4.7,0.0,5.1,2.0
CCOC(=O)C1=C(C)N=c2s/c(=C\c3ccccc3OCc3ccccc3Cl)c(=O)n2C1c1ccc(Cl)cc1 (centres undefined),4.8,0.2,-9.8,-1.5
COc1cccc(NC(=O)c2cccc(NC(=O)C(C)C)c2)c1,-27.3,0.0,-4.3,0.3
Cc1ccccc1C(=O)Nc1nc2ccc(Br)cc2s1,-53.0,-0.1,-5.2,-0.7
Cc1ccsc1/C=C(\C#N)c1nn(-c2ccccc2)c(N)c1C#N,-18.1,0.0,6.1,0.1
O=C(Nc1cccnc1)OCCN1CCOC1=O,-2.3,0.2,4.8,-0.9
Nc1nc(NCCN2CCOCC2)cc(Nc2ccncn2)n1,-0.7,-0.1,9.7,1.4
C/C(=N\Nc1cc(N2CCOCC2)ncn1)c1ccc(O)cc1,-37.3,-1.6,12.8,-1.5
CC1CCCN(C(=O)c2ccc(N)cc2)C1 (centres undefined),7.4,0.0,20.4,-0.3
COc1ccc(NC(=O)OCC(F)(F)C(F)F)cc1Cl,-50.7,0.0,-1.4,-2.1
CCOC(=O)C1=C(C)N(c2ccc(OCC)cc2)C(=O)/C1=C\c1ccccc1,-1.1,-0.2,-8.4,-1.2
CCc1nnc(NC(=O)c2ccc(Cl)c(Cl)c2)s1,-2.7,0.0,-2.6,-0.1
N#CC1=C(N)N(c2ccc([N+](=O)[O-])cc2)C2=C(C(=O)CCC2)C1c1cccnc1 (centres undefined),-2.8,-0.1,-0.7,2.1
Cc1noc(CNC(=O)COc2ccccc2C)n1,0.1,0.0,3.8,-0.6
Cc1occc1C(=O)Nc1ccc2c(c1)CCC2,-18.9,-0.2,5.6,-8.2
COC(=O)C1CCN(C(=O)c2ccc(C)c([N+](=O)[O-])c2)CC1,0.0,-0.3,-6.9,-0.7
COc1ccc(C2=NN(CCC(=O)NC3CC3)C(=O)CC2)cc1,-1.1,0.1,-9.2,-0.7
CC(NC(=O)c1ccc(Cl)cc1)C1CC2CCC1C2 (centres undefined),7.5,0.7,1.4,-0.8
CC(C)(C)OC(=O)N1CCC[C@H](C(=O)c2cccs2)C1,2.7,0.1,5.0,-0.2
CC(=O)N1CCN(c2ccc([N+](=O)[O-])c(N3CCc4ccccc4C3)c2)CC1,9.3,-0.1,8.2,-1.7
COc1ccc(C2=N/C(=C\c3ccc(SC)cc3)C(=O)O2)cc1[N+](=O)[O-],1.5&4.1,-0.1&-0.1,-0.4&-0.5,0.0&2.5
Cc1c(Cl)cccc1NC(=O)CN(Cc1ccccc1)S(=O)(=O)c1ccc(Br)cc1,1.0,0.0,1.0,0.7
CCOC(=O)C(=O)Nc1cc(OC)c(NC(=O)c2ccccc2)cc1OC,18.8,-0.1,41.7,0.3
O=C(Nc1ccc(Br)cc1)c1ccc(F)c(S(=O)(=O)N2CCCCCC2)c1,-0.4,0.5,16.1,-0.9
C=CCN1CC(O)=C(c2nc3ccccc3[nH]2)C1=N,-23.0,0.0,0.7,-0.4
C1=CC2/C(=N\Nc3nc4ccccc4s3)CC2C1 (centres undefined),-37.2,0.6,10.4,0.2
Cc1cccc(Oc2nc3c(C)cccn3c(=O)c2/C=C(\C#N)C(=O)N2CCOCC2)c1,35.6*,0.1,16.5,-0.1
CCCCSc1nc2ccsc2c(=O)n1-c1ccc(Cl)cc1,-6.2,-0.1,2.5,0.1
CCN(CC)C(=O)C1CCCN(c2nc3c(NCc4cccnc4)ncnc3n2C(C)C)C1 (centres undefined),10.7,0.1,10.6,-0.5
Cc1c(C)n2c(SCC(=O)N3CCOCC3)nnc2[nH]c1=O,7.0,-0.2,8.8,0.4
CC(C)CC(=O)N1CCN(S(=O)(=O)c2ccc([N+](=O)[O-])cc2)CC1,-0.3,0.1,13.5,-2.5
C=CCNc1ncnc2c1c(-c1ccccc1)cn2-c1ccc(F)cc1,-9.1,0.8,11.8,-0.9
COc1ccccc1N(CC(=O)NCCSCc1ccccc1Cl)S(C)(=O)=O,3.7,0.0,8.9,-0.3
CCOc1ccc(C(C)NC(=O)NC23CC4CC(CC(C4)C2)C3)cc1 (centres undefined),4.6,0.0,-7.8,-0.1
O=C(COc1ccccc1)Nc1cc(C(=O)O)cc(C(=O)O)c1,6.4,0.2,4.2,0.8
Cc1noc(C)c1-c1nc(NCc2cccc(C(F)(F)F)c2)c2ncn(Cc3ccc(C(F)(F)F)cc3)c2n1,-2.5,0.0,-3.7,-0.6
Cc1ccc(-n2c(SCc3ccccc3C)nc3ccsc3c2=O)cc1C,2.9,0.2,-2.6,-1.1
O=C(CN(C(=O)c1ccc(Cl)cc1)N1C(=O)CCC1=O)c1cccs1,2.7,0.0,10.3,-1.5
CC(=O)c1ccc(NC(=O)CCCOc2cccc(C)c2)cc1,-7.8,0.1,-21.2,-0.2
COc1cccc(/C=N/NC(=O)C(=O)N2CCCCC2)c1,-5.9,0.1,-10.4,-0.3
O=S(=O)(Nc1ccc(S(=O)(=O)N2CCCCC2)cc1)c1cccc(C(F)(F)F)c1,-11.2,-0.1,-2.3,-1.5
COCCOC(=O)C1=C(C)NC(=O)NC1c1ccc(N(C)C)cc1 (centres undefined),7.8,0.1,14.1,-0.7
CCCCSc1nc2c(c(=O)[nH]1)C(c1ccccc1)C1=C(CCCC1=O)N2 (centres undefined),7.7,0.0,4.9,1.2
S=c1sc2c(N3CCCCC3)ncnc2n1-c1ccccc1,-22.3,0.1,2.6,0.1
Cc1ccc(S(=O)(=O)N2c3ccc(S(N)(=O)=O)cc3CC2C)cc1 (centres undefined),-2.3,0.3,-15.7,0.6
CC(C)(C)c1ccc(-c2nc3sc4c(c3c(=O)o2)CCCC4)cc1,4.7,0.2,4.0,-0.5
# (list continues)
SMILES,TEAD-YAP block,FBW7 activator,MITF primary,GPR151 ag
Cc1nc2ccc(NC(=O)CCc3ccccc3)cc2c(=O)n1-c1ccccc1,-8.4,-0.1,4.0,0.0
O=C(O)CC(NC(=O)c1cccc([N+](=O)[O-])c1)c1ccccc1 (centres undefined),9.7,0.0,4.7,-0.4
CN1CCC(=NNC(=O)C(=O)NCc2ccncc2)CC1,-0.8,-0.1,-11.6,1.2
CC(=O)Oc1ccccc1OCC(=O)c1ccccc1,1.9,0.1,-8.2,-2.5
COc1ccc(NN=Nc2ccc([N+](=O)[O-])cc2)cc1,2.3,0.9,9.0,0.3
CC1(C)NC(=O)N(CCSc2ccc(Cl)cc2)C1=O,6.0,0.0,3.2,0.1
Cn1c(O)c(C=NCC2CCNCC2)c(=O)n(C)c1=O,4.7,0.5,-1.9,1.1
O=C(CSc1ncccn1)Nc1nc(=O)c2ccccc2s1,0.9,-0.1,15.0,-0.4
CCOC(=O)c1cnc2c(C)c(Cl)ccc2c1Nc1ccc(OCc2ccccc2Cl)cc1,-5.1,-0.1,3.5,0.3
COC(=O)c1ccc2c(c1)no[n+]2[O-],9.4,0.1,-5.7,-0.4
COc1ccc(CCNc2nc(SCC(=O)c3ccc(O)c(O)c3)nc3ccccc23)cc1OC,-0.6,-0.4,25.7,0.3
CCCN1C(=O)/C(=C\c2ccc(N(C)C)c(Br)c2)SC1=Nc1ccc(C)cc1,3.1,-0.1,-4.6,0.7
O=C(Nc1nc(-c2cccs2)cs1)c1ccc([N+](=O)[O-])s1,-3.5,0.0,5.5,0.9
CCOCCCNC(=O)C1c2ccccc2C(=O)N2CCc3ccccc3C12 (centres undefined),-4.9,0.1,-0.8,0.8
CC(C)CNC(=O)c1cnc2scc(-c3ccc(Cl)cc3)n2c1=O,10.6,0.4,18.4,0.7
CCc1cccc(NC(=O)N[C@H]2C[C@H]3C(=O)N[C@@H](COCc4ccccc4)C(=O)N3C2)c1,15.2,0.0,6.3,0.3
CCOC(=O)C1=C(C)NC2=C(C(=O)c3ccccc32)C1c1cc(Br)ccc1OCC (centres undefined),-4.0,0.0,-2.5,0.1
COc1ccc(NC(=O)C(=O)NCC(=O)Nc2ccc(C)c(Cl)c2)cc1,0.0,0.1,5.9,0.7
CCOCCCNC(=O)C(c1ccc(C)cc1)N(Cc1cccs1)C(=O)CNC(C)=O (centres undefined),-4.2,0.0,-0.8,-0.2
CC(C)N=C(NS(=O)(=O)c1cccs1)c1ccccc1,-0.9&12.6,0.0&0.0,13.2&18.3,-0.6&2.1

# Reformatted: results already given.
Structure	TEAD-YAP block	FBW7 activator	MITF primary	GPR151 ag
CN1CCC(=NNC(=O)C(=O)NCc2ccncc2)CC1	-0.8	-0.1	-11.6	1.2
CC(=O)Oc1ccccc1OCC(=O)c1ccccc1	1.9	0.1	-8.2	-2.5
COc1ccc(NN=Nc2ccc([N+](=O)[O-])cc2)cc1	2.3	0.9	9.0	0.3
CC1(C)NC(=O)N(CCSc2ccc(Cl)cc2)C1=O	6.0	0.0	3.2	0.1
Cn1c(O)c(C=NCC2CCNCC2)c(=O)n(C)c1=O	4.7	0.5	-1.9	1.1
O=C(CSc1ncccn1)Nc1nc(=O)c2ccccc2s1	0.9	-0.1	15.0	-0.4
CCOC(=O)c1cnc2c(C)c(Cl)ccc2c1Nc1ccc(OCc2ccccc2Cl)cc1	-5.1	-0.1	3.5	0.3
COC(=O)c1ccc2c(c1)no[n+]2[O-]	9.4	0.1	-5.7	-0.4
COc1ccc(CCNc2nc(SCC(=O)c3ccc(O)c(O)c3)nc3ccccc23)cc1OC	-0.6	-0.4	25.7	0.3
CCCN1C(=O)/C(=C\c2ccc(N(C)C)c(Br)c2)SC1=Nc1ccc(C)cc1	3.1	-0.1	-4.6	0.7
O=C(Nc1nc(-c2cccs2)cs1)c1ccc([N+](=O)[O-])s1	-3.5	0.0	5.5	0.9
CCOCCCNC(=O)C1c2ccccc2C(=O)N2CCc3ccccc3C12 (centres undefined)	-4.9	0.1	-0.8	0.8
CC(C)CNC(=O)c1cnc2scc(-c3ccc(Cl)cc3)n2c1=O	10.6	0.4	18.4	0.7
CCc1cccc(NC(=O)N[C@H]2C[C@H]3C(=O)N[C@@H](COCc4ccccc4)C(=O)N3C2)c1	15.2	0.0	6.3	0.3
CCOC(=O)C1=C(C)NC2=C(C(=O)c3ccccc32)C1c1cc(Br)ccc1OCC (centres undefined)	-4.0	0.0	-2.5	0.1
COc1ccc(NC(=O)C(=O)NCC(=O)Nc2ccc(C)c(Cl)c2)cc1	0.0	0.1	5.9	0.7
CCOCCCNC(=O)C(c1ccc(C)cc1)N(Cc1cccs1)C(=O)CNC(C)=O (centres undefined)	-4.2	0.0	-0.8	-0.2
CC(C)N=C(NS(=O)(=O)c1cccs1)c1ccccc1	-0.9&12.6	0.0&0.0	13.2&18.3	-0.6&2.1

# The results go on.
SMILES,TEAD-YAP block,FBW7 activator,MITF primary,GPR151 ag
COc1ccc2c(c1)CCc1sc(/N=C/c3cccc(OC)c3O)nc1-2,-44.0,0.0,17.2,0.9
Cc1cccc(-c2noc(CN(C(=O)c3cccc(F)c3)C(C)C)n2)c1,-0.9,-0.1,3.3,-0.3
COc1ccc(C2=NN(C(=O)CSc3nnc(CNC(=O)c4ccc([N+](=O)[O-])cc4)n3C)C(c3ccc(OC)cc3)C2)cc1 (centres undefined),3.6,-0.2,-12.3,-0.8
NNc1ccc(S(=O)(=O)N2CCOCC2)cc1[N+](=O)[O-],9.2,-0.1,1.3,0.2
COc1ccc(NC(=O)c2cc(C(C)=O)oc2C)cc1,-7.0,0.1,-5.8,-0.8
Cc1cc(C)c2nc(NC(=O)c3ccc(S(=O)(=O)N4CCOCC4)cc3)sc2c1,10.3,0.2,-2.3,-0.2
O=C(NCCOc1ccccc1)c1csc(NCCCN2CCCC2=O)n1,-16.5,0.2,8.1,1.2
COc1ccc(CN(Cc2ccncc2)C(=O)CCC(=O)O)cc1,0.6,0.1,8.0,0.7
Cn1c(C(=O)NCCCN2CCCCCC2)cc2c(=O)[nH]c3ccccc3c21,3.2,-0.4,-5.5,-0.9
CC(=O)Oc1ccc2c(=O)c(-c3nc4ccccc4s3)coc2c1,-12.5,0.0,-2.9,-9.8
